# BCR signal inh: chronic active BCR signaling inhibition; ABC-DLBCL IkBa-CBG/CBR reporter, luminescence ratio, 4 h; Potency, µM (highest dose often 46.1 µM), for inactives: at the highest dose ratio change, negative = lower green/red ratio, usual class: inhibitors; hit rate 0.05% among 340,000; AID 493014; active = well fitted inhibition curve with a large enough effect in the signal ratio, with a control signal flat, not every such curve was filed as active; inconclusive = small, poorly fitted or top-dose-only effect, or effect the other way, or a change in a side signal; the % refers to the signal ratio;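 also: potency is read from the fitted curve at half-maximal effect; plate controls were basal doxycycline-induced cells for no effect and cells given 10 µM MG132 for full effect; MG132 reads +100%, hits lower the ratio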
#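 TMD8 ABC-DLBCL cells carrying doxycycline-inducible green luciferase fused to IkappaBalpha plus unfused red luciferase were exposed to compounds (up to 46 uM) for 4 hrs at 37C. Activity came from the overlap-corrected green/red luminescence ratio.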
# TCR act: activators of T cell receptors | primary human leukocytes, anti-CD3, IL-2 HTRF, 48 h | Potency, µM (series often up to 9.22 µM), inactives show at the highest dose activation of IL-2 secretion, hits mostly activators | 330,000 tested, under 10 active; also: % of control where 0% means no effect
#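 IL-2 release read by HTRF sandwich (Eu cryptate donor, d2 acceptor, 665 nm emission) after 48 hr exposure of primary human leukocytes to compound together with anti-CD3 beads in the absence of co-stimulatory signals.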
# S-ASM inh: blocks human secretory acid sphingomyelinase. hit rate 0.006% among 340,000. AID 504937. P17405. placental ASM, HMU-PC fluorogenic substrate, 60 min. Potency, µM (top dose mostly 57.5 µM), for the others: at the highest dose activity change, negative = inhibition, hits mostly inhibitors; also: potency is read from the fitted curve at half-maximal effect
#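 Fluorescence read-out (Ex 386 nm, Em 447 nm) after stopping the reaction at pH 10. Enzyme: ASM from human placenta; substrate HMU-PC0, 9 uM final; 60 min, 37 °C. Compound preincubation 10 min, ambient temperature.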
# TSG101-PTAP inh: blocks PTAP/TSG101 interaction to inhibit HIV-1 budding; Q99816; Fluorescence polarization, FITC-PTAP peptide / Tsg101 binding; Potency, µM (top dose mostly 115 µM), without a hit: at the highest dose activity change, negative = inhibition, actives largely listed as inhibitors; 340,000 tested, under 10 active; active = well fitted inhibition curve with a large enough effect in the main read-out, with a control signal flat, not every such curve was filed as active; inconclusive = small, poorly fitted or top-dose-only effect, or effect the other way, or a change in a side signal; inactive = no such curve, though single readings can be large or run the other way; also: potency is read from the fitted curve at half-maximal effect; % of control where 0% means no effect
# Target sequence (Q99816 whole entry, looked up): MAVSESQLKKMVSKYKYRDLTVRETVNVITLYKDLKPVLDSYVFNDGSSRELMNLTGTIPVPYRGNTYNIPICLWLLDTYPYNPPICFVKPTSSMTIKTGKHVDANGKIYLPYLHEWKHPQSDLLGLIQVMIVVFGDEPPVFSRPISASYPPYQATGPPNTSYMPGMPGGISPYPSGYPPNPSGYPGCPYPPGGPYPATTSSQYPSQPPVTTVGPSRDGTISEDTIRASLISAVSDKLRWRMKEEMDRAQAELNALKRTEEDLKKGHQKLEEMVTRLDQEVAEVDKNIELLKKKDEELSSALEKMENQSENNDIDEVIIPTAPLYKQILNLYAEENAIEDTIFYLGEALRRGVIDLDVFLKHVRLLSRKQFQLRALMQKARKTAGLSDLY
#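 Steps: Tsg101 binding domain dispensed (10 uM final), compounds pinned in DMSO, FITC-labeled PTAP-motif peptide added (50 nM final); after 20 min binding at room temperature, polarization measured.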
# Eya2 phos inh: Eya2 (human) phosphatase inhibition; Potency, µM (doses to about 76.9 µM), without a hit: top-dose activity, negative = inhibition, hits mostly inhibitors; AID 488837; hit rate 0.006% among 330,000; recombinant Eya2, OMFP fluorescence dephosphorylation (OMFP is methylfluorescein phosphate); also: potency is read from the fitted curve at half-maximal effect; % is scaled to controls: 0 for no effect and ±100 for the full control effect
# Target sequence (O00167 whole entry, looked up): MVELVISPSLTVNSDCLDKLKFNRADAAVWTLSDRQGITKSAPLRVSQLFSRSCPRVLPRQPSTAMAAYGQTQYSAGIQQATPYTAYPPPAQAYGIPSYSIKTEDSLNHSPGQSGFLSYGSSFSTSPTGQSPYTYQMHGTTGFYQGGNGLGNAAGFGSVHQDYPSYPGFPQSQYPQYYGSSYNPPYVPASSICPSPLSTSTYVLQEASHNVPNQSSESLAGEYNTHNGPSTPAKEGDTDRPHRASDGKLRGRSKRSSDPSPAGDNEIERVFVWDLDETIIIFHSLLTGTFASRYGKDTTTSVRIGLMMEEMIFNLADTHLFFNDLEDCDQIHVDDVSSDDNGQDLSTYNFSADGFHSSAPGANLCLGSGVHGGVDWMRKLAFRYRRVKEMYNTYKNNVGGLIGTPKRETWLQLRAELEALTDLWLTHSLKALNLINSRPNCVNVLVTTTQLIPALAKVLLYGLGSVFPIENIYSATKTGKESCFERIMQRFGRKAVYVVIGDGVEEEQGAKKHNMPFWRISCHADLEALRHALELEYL
#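 Eya2 (0.2 uM) preincubated 10 min at ambient with compound, then OMFP substrate added at 50 uM; 10 min reaction in 50 mM HEPES pH 7.5, 50 mM NaCl, 5 uM MgCl2, 0.05% BSA, 1 mM DTT. Fluorescence read at Ex 485/Em 525 nm.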
# a7 integrin act: activates integrin-mediated alleviation for muscular dystrophy. Potency, µM (doses to about 38.3 µM), for inactives: at the highest dose activation, most hits filed as activators. alpha7betagal myoblasts, beta-gal FDG fluorescence, 48 h. hit rate 0.064% among 350,000;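 also: potency is read from the fitted curve at half-maximal effect; 100% = response of the positive control SU9516; nearly all actives have a fitted effect of over 60% in size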
#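 Alpha7betagal+/- myoblasts (passage 13) were plated 16-24 hr, then exposed to compounds (1:260 dilution of DMSO stock) for 48 hours at 37C. After MPER lysis, β-galactosidase reporter activity was read as FDG fluorescence (ex 480/em 540) after 30 minutes.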
# TSHR antag: blocks TSH signaling through the human TSH receptor. TSHR-expressing cells, TSH-stimulated cAMP HTRF, 2 h; stronger effect = lower value. activity change, negative = inhibition, % at 11.5 µM. hit rate 0.2% among 330,000. AID 504810;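 active = activity change below a set negative limit, meaning inhibition stronger than a set level, cut at about -70% in these data; inconclusive = activity change between two set negative limits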; also: % is scaled to controls: 0 for no effect and ±100 for the full control effect
#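 Cell-based HTRF cAMP assay; TSHR cells + compound, TSH EC80 (4nM final), 2 h, 37 deg C. Lysis with anti-cAMP cryptate and cAMP-d2, 30 min RT, read 665/620 nm.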
# ELG1 DNA repair: blocks ELG1-dependent DNA repair in HEK293T cells. HEK293T ELG1-luciferase reporter, luminescence, 16 h; DNA damage induced by 5-fluorouridine. Potency, µM (titrated, usually from 46.1 µM), without a hit: at the highest dose activity change, negative = inhibition, most hits filed as inhibitors. hit rate 2.3% among 330,000. AID 504467; also: potency is read from the fitted curve at half-maximal effect; % is scaled to controls: 0 for no effect and ±100 for the full control effect; nearly all actives have a fitted effect of over 55% in size
#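 Overnight (16 hr) co-exposure of 2,000 cells/well to 5-fluorouridine and compound at 37 °C preceded detection. Luciferase was quantified via ONE-Glo luminescence; loss of signal denotes inhibition.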
# AT treatment: potential ataxia-telangiectasia treatments restoring KAP-1 phosphorylation. […] A-T fibroblasts, KAP-1 phosphorylation AlphaLISA; neocarzinostatin DNA damage 30 min before lysis. Potency, µM (doses to about 57.5 µM), for inactives: at the highest dose activation, actives largely listed as activators. hit rate 0.19% among 320,000; also: potency is read from the fitted curve at half-maximal effect; % of control where 0% means no effect; nearly all actives have a fitted effect of over 45% in size
#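 hTERT-immortalized A-T patient fibroblasts ([…]), 500 cells/well in OPTI-MEM, 1% FBS, got compounds for 60 min, then NCS for 30 min at 37C. Lysates were then assayed for phospho-KAP-1 by AlphaLISA (anti-pKAP1 donor, anti-KAP1 acceptor beads), 6 hr at 25C.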
# Tb PFK inh: blocks T. brucei phosphofructokinase; O15648; T. brucei PFK, ADP-Glo luminescence; Potency, µM (highest dose often 57.5 µM), for the others: at the highest dose activity, negative = inhibition, actives largely listed as inhibitors; hit rate 0.17% among 330,000; AID 485367;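 also: potency is read from the fitted curve at half-maximal effect; 0% = uninhibited 1x PFK enzyme wells and -100% = no-enzyme wells; nearly all actives have a fitted effect of over 60% in size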
#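 Compounds were pin-transferred as a titration series up to 57 uM into substrate buffer (0.5 mM F6P, 0.1 mM ATP, pH 8.0), then 1.25 nM PFK was added and reactions ran 45 min before ADP-Glo detection.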
# Mito fusion yeast: mitochondrial division inhibition or fusion activation; S. cerevisiae fusion-defective mutant growth rescue, CellTiterGlo 48 h; Potency, µM (top dose mostly 46.1 µM), for inactives: at the top dose growth rescue (activation), hits mostly activators; hit rate 0.23% among 320,000; AID 485298;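 also: potency is read from the fitted curve at half-maximal effect; % of control where 0% means no effect; nearly all actives have a fitted effect of over 45% in size; temperature-sensitive fusion mutants such as fzo1-1 at 37 °C on non-fermentable ethanol glycerol medium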
#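 S. cerevisiae fusion-defective temperature-sensitive mutants (e.g. fzo1-1, mgm1-5) grown 48 h at 37C in YPEG (ethanol/glycerol non-fermentable) medium with 23 nl compound per well; growth rescue read as CellTiterGlo luminescence.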
# * hit, by the source's call; ? = inconclusive; . = no result given; & = joins results of further samples; [ ] = remark or other dose. Unless noted, calls follow the shape of the dose curve; as a rule, active = well fitted curve in the direction sought with a large enough effect; inconclusive = small, poorly fitted or top-dose-only effect, or another doubt; inactive = no such curve, though single readings can be large; an effect the other way counts as inactive or inconclusive. This is a random part of the collection; about 3.2% have a hit in one of these screens.
SMILES,BCR signal inh,TCR act,S-ASM inh,TSG101-PTAP inh,Eya2 phos inh,a7 integrin act,TSHR antag,ELG1 DNA repair,AT treatment,Tb PFK inh,Mito fusion yeast
Cc1ccc(Cn2c(C)cc3c(c2=O)C(c2cccs2)C(C#N)=C(N)O3)cc1 (configuration not stated),0%,.,4%,.,-12%,7%,10,6%,1%,2%,-1%
CCOC(=O)NC1(NCc2ccccc2)Oc2ccccc2O1,-29%,0%,2%,-2%,-6%,-50%[inhibitor],-12,17%,1%,-12%,5%
O=C1C2CC=CCC2C(=O)N1c1n[nH]c(-c2ccccc2)n1 (configuration not stated),?,1%,-3%,-3%,16%,4%,3,?,2%,4%,8%
Cc1cccc(C)c1NC(=O)CNC(=O)Cc1c[nH]c2ccccc12,-20%,7%,0%,3%,5%,11%,32,8%,4%,0%,-6%
Cn1c(=O)c2c(nc(NCCCN3CCOCC3)n2Cc2cccc(Cl)c2)n(C)c1=O,2%,4%,-4%,-4%,-4%,-11%,-7,-1%,4%,-4%,3%
CCCCCCCNC(=O)C1(CC2CC(c3cccc(Br)c3)=NO2)CCN(C(=O)c2cc(OCC)c(OCC)c(OCC)c2)CC1 (configuration not stated),?,-1%,6%,-3%,-42%,23%,4,?,7%,?,-1%
Cc1cccc(C)c1NC(=O)Cn1nnnc1N,-2%,6%,-2%,-3%,6%,12%,5,0%,0%,3%,-4%
CSc1nc(N)nc(SCC(=O)Nc2cccc(F)c2)c1C#N,?,-5%[46.1 µM],-11%,-2%,2%,-29%,-14,?,12%,-10%,7%
Cc1ccc(CSc2nc(-c3ccccc3)c(C#N)c(=O)[nH]2)cc1,2%,9%,2%,-8%,0%,0%,-21,1%,3%,-3%,1%
COc1ccc(N2CCN(C(=O)COC(=O)CNC(=O)c3ccc(C)cc3)CC2)cc1,1%,-3%,1%,-3%,-4%,16%,1,10%,-3%,0%,4%
O=C(COc1ccccc1[N+](=O)[O-])Nc1cc(Cl)ccc1C(=O)O,?,-1%,6%,2%,5%,0%,-5,-6%,2%,14%,-1%
C/C(=N\NC(=O)C1CC1)c1ccc(Cl)cc1,?,4%[46.1 µM],1%,-3%,1%,4%,21,?,4%,0%,-5%
CCn1nnc2sc3c(c2c1=O)CCC(C)C3 (configuration not stated),?,-4%,45%[activator],-3%,1%,-21%,8,?,-2%,-1%,1%
COc1ccc(Br)cc1CN(C)CC(=O)Nc1c(Cl)cccc1Cl,0%,7%[46.1 µM],3%,2%,-9%,11%,-22,-4%,8%,4%,?
CCOc1ccc(C(=O)NC2CCN(C(=S)NCc3ccco3)CC2)cc1,1%,-1%,4%,-8%,10%,12%,7,2%,2%,-15%,7%
COc1cccc(CNC(=O)Cc2ccc(OC)c(S(=O)(=O)N3CCOCC3)c2)c1,0%,1%,-4%,0%,13%,0%,4,1%,3%,-1%,1%
O=C(c1ccc(Cn2cc(Br)cn2)cc1)N1CCN(c2ccccc2)CC1,6%,.,-9%,-1%,6%,27%,-5,?,4%,-5%,-1%
COC(=O)C1=CNC=C(C(=O)OC)C1c1ccccc1Cl,?,-9%,.,-3%,0%,?,-9,-9%,34%,-9%,4%
C=CCn1c(SCn2nnc3ccccc3c2=O)nc2scc(-c3cccs3)c2c1=O,5%,.,-2%,-9%,2%,-13%,18,4%,14%,2%,0%
COc1ccc(CCn2c(-c3ccco3)nc3nc4ccccc4nc32)cc1,?,-6%,.,-4%,-6%,1%,12,?,14%,-27%,?
COc1ccccc1C(=O)NNC(=O)c1ccc2ccccc2c1,-19%,-4%,2%,-5%,9%,16%,-3,18%,0%,6%,2%
Cc1ccccc1C(=O)NNC(=O)c1cc(S(=O)(=O)N2CCOCC2)ccc1C,1%,2%,-1%,-5%,-2%,16%,-4,10%,3%,-3%,-5%
Cc1cccc(C(=O)NCC(=O)NCC2COc3ccccc3O2)c1 (configuration not stated),2%,-4%,5%,-2%,-19%,15%,-5,15%,10%,3%,-9%
COc1ccccc1/C=C/C(=O)OCC(=O)Nc1cc(C(F)(F)F)ccc1N1CCOCC1,?,-2%[46.1 µM],-13%,0%,-1%,-33%,5,?,2%,-4%,-2%
O=C(Nc1ccc(F)cc1F)C1CCCN1S(=O)(=O)c1ccc(-c2ccc(=O)[nH]n2)s1 (configuration not stated),-9%,-5%,0%,-3%,-3%,28%,0,?,-12%,-6%,-9%

# An excerpt of these results, with two lines to a compound.
# Order of results – BCR signal inh	TCR act	S-ASM inh	TSG101-PTAP inh	Eya2 phos inh	a7 integrin act	TSHR antag	ELG1 DNA repair	AT treatment	Tb PFK inh	Mito fusion yeast
O=C(c1ccc(Cn2cc(Br)cn2)cc1)N1CCN(c2ccccc2)CC1
    6%	.	-9%	-1%	6%	27%	-5	?	4%	-5%	-1%
COC(=O)C1=CNC=C(C(=O)OC)C1c1ccccc1Cl
    ?	-9%	.	-3%	0%	?	-9	-9%	34%	-9%	4%
C=CCn1c(SCn2nnc3ccccc3c2=O)nc2scc(-c3cccs3)c2c1=O
    5%	.	-2%	-9%	2%	-13%	18	4%	14%	2%	0%
COc1ccc(CCn2c(-c3ccco3)nc3nc4ccccc4nc32)cc1
    ?	-6%	.	-4%	-6%	1%	12	?	14%	-27%	?

# The list continues:
SMILES,BCR signal inh,TCR act,S-ASM inh,TSG101-PTAP inh,Eya2 phos inh,a7 integrin act,TSHR antag,ELG1 DNA repair,AT treatment,Tb PFK inh,Mito fusion yeast
CC1(C)CCC(C)(C)NC(=S)N1,2%,-3%[46.1 µM],5%,-1%,-5%,24%&3%,-4,14%,-7%,-1%,-2%
O=C(Nc1ccccc1)Nc1ccc(C(F)(F)F)cn1,11%,-1%,-1%,0%,-3%,-12%,-7,?,-15%,4%,3%
O=C(CCCCCn1c(=S)[nH]c2ccsc2c1=O)NC1CCCCC1,2%,-19%,5%,2%,-4%,33%,-13,-17%,5%,1%,3%
COc1cccc(CNC(=O)Cn2ccc3cc(S(=O)(=O)N4CCCCCC4)ccc32)c1,0%,-4%,-5%,-4%,-9%,21%,-9,-15%,3%,1%,-1%
Cc1ccc(S(=O)(=O)Nc2ccc(NC(=O)c3ccc(F)cc3)cc2)cc1,-11%,-9%,-2%,-7%,6%,?,-26,?,0%,0%,-4%
Cc1c(NC(=O)CSc2nnnn2-c2ccc(F)cc2)c(=O)n(-c2ccccc2)n1C,?,0%,0%,-1%,6%,12%,-4,-1%,-2%,0%,-1%
O=C(NC1CC1)C1CC(=O)N(c2ccccc2)C1 (configuration not stated),-9%,-6%,2%,1%,-12%,28%,-6,0%,-5%,-12%,-6%
O=C(NCc1ccccc1)c1ccc2c(c1)C(=O)N(CC1CCCO1)C2=O (configuration not stated),26%,-2%,2%,-7%,-9%,30%,-35,12%,0%,0%,-6%
COCCCN(Cc1ccco1)C(=O)Cn1ncc2c([nH]c3ccccc32)c1=O,3%,-2%,-1%,1%,6%,0%,-18,-15%,2%,3%,4%
Cn1c(C(=O)OC(C(=O)NC2CCCCC2)c2ccncc2)cc2sccc21 (configuration not stated),1%,2%,-1%,-3%,1%,-17%,-7,-8%,-6%,1%,8%
COC(=O)c1ccccc1NC(=O)COC(=O)CSc1nnc(N)s1,-2%,9%,-2%,-1%,0%,-9%,0,7%,1%,2%,10%
O=C(Cn1c(=O)oc2cc(S(=O)(=O)N3CCCC3)ccc21)N1CCN(c2ccccc2F)CC1,10%,0%,3%,-2%,-3%,-10%,13,2%,7%,5%,1%
